High-throughput results as filed in PubChem.
LMPTP block = blocks human LMPTP phosphatase; P24666; recombinant LMPTP-A, OMFP fluorogenic substrate, fluorescence intensity; inhibition, % at 20 µM; 0.22% of 360,000 active; AID 651560;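 active means compounds that cut the enzyme signal by at least half of the control window in the single-dose screen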;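 further: plate controls were DMSO wells with enzyme plus substrate for no effect and substrate without enzyme for full effect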
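Test system – LMPTP-A phosphatase enzyme · Quantity – 0.625 nM LMPTP-A final · Reagent – OMFP substrate, 400 µM final · Dosing – one test concentration per compound, 20 µM, with 3% DMSO overall · Timing – 50 min enzyme reaction at room temperature, protected from light · Detection – fluorescence intensity · Controls – substrate-only low control, DMSO enzyme-plus-substrate high control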
Scp1 inh = blocks human Scp-1 phosphatase activity; Q9GZU7; Recombinant Scp1, phosphopeptide, malachite green phosphate absorbance; inhibition, % at 20 µM; 0.88% of 340,000 active; AID 493091;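 active means inhibition above about 50% at 20 µM, limit read from the data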;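 further: plate controls were DMSO wells with enzyme for no effect and wells lacking enzyme for full effect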
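Material: truncated SCP-1 phosphatase (76-261aa) / Buffer or medium: 50 mM Tris acetate pH 5.5, 0.005% Tween-20, 10 mM MgCl2 / Compound dosing: one concentration, 20 µM, with 1.0% DMSO / Incubation: 45 min room-temperature reaction, 5 min colour, 30 min stabiliser / Detection: colorimetric free-phosphate detection, absorbance 630 nm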
Neddyl block = blocks human cullin neddylation. P61081+Q13564. TR-FRET cullin neddylation, biochemical. calls only at 25 µM. 0.58% of 360,000 active. AID 651699; in the data active means inhibition above about 36%
SKN-1 inh = blocks SKN-1 activity in C. elegans. 0.49% of 360,000 active. inhibition, % at 21.8 µM. AID 624304. C. elegans VP596 Pgst-4::GFP/RFP ratio, acrylamide-induced, 24 h;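 active means interference check ratio from 0.5 to 1.5 plus GFP to RFP signal ratio inhibition reaching or exceeding a fixed threshold, cut at about 30% in these data, passing the limit was not always enough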; further: some compounds called inactive have numbers as strong as hits
SUMO1 PPI mod = modulators of human SUMO1-mediated protein-protein interactions. P63165. SUMO1 binding to a labelled peptide, TR-FRET, 1 h. inhibition, % at 20 µM. 0.33% of 360,000 active; in the data active means inhibition above about 37%
DNMT1 block = blocks human DNA methyltransferase DNMT1. 0.83% of 360,000 active. inhibition (reported as % activation of signal), % at 10 µM. DNMT1 molecular beacon, Hinp1I cleavage, fluorescence. AID 588458. P26358; in the data active means inhibition above about 50%
Target sequence (P26358 504-1616 limits assumed): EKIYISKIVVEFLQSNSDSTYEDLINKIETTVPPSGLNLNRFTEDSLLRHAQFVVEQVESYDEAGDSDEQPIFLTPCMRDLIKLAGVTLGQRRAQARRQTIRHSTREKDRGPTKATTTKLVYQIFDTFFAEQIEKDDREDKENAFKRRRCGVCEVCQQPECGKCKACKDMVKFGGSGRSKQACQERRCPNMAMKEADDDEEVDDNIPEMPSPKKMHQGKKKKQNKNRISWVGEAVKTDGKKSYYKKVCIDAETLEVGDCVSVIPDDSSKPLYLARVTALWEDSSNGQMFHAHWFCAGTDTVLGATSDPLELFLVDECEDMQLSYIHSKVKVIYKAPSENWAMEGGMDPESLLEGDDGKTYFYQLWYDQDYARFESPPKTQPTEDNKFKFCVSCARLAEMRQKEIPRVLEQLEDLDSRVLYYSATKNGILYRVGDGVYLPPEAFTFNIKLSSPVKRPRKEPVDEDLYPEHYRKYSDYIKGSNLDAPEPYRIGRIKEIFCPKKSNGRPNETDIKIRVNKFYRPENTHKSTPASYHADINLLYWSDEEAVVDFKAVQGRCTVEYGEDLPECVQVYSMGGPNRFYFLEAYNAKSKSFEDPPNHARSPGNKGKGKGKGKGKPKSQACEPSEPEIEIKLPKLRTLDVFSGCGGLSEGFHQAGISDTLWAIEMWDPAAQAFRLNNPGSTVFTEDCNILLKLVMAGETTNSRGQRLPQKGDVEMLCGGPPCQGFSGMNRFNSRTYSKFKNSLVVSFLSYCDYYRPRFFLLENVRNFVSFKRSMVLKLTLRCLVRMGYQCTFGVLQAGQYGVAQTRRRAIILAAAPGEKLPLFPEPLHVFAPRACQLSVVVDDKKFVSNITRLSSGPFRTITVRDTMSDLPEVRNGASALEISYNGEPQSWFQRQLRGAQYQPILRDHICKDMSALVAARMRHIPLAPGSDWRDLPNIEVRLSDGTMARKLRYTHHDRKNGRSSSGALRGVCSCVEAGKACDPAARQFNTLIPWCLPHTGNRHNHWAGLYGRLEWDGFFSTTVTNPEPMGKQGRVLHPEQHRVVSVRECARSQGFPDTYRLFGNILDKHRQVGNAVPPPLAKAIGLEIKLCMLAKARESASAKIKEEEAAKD
Tb MetRS inh = blocks T. brucei methionyl-tRNA synthetase activity | purified T. brucei MetRS, ATP depletion, Kinase-Glo luminescence | inhibition, % at 11.9 µM | AID 624268 | 0.4% of 360,000 active;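 active means inhibition above a per-plate cutoff of the control wells' mean inhibition plus 3 SD, cut at about 5.5% in these data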;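 further: 0% = DMSO wells median and 100% = median of wells with control inhibitor compound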
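Dosing: 11.9 µM single point; system: parasite MetRS enzyme; technique: luminescence of leftover ATP; times: 15 min enzyme-compound preincubation, 2 h reaction, 10 min detection, 25 °C; replicates: each compound tested once; read-out basis: percent inhibition relative to median high and low control wells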
CendR NRP1 mod = alters CendR peptide binding to human NRP-1. O14786. FAM-RPARPAR peptide binding to NRP-1, fluorescence polarization. inhibition, % at 25 µM. 0.85% of 360,000 active. AID 602438;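 active means inhibition or corrected inhibition above about 18%, plus a signal ratio from 0.5 to 1.5, limit read from the data, passing the limit was not always enough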; further: strong numbers were not always called active
STEP inh = inhibitors of human striatal-enriched phosphatase STEP | AID 588621 | 0.25% of 360,000 active | recombinant STEP, OMFP fluorogenic substrate, fluorescence | inhibition, % at 20 µM | P54829;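 active means inhibition at 20 µM, scaled per plate between control wells, above about 37%, limit read from the data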;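 further: 0% = DMSO with enzyme and substrate and 100% = substrate only without enzyme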
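System: STEP phosphatase, cell-free reaction; Buffer or medium: Bis-Tris pH 6.0 buffer with DTT, detergent; Incubation: 20 min at room temperature, dark; Measured by: fluorescence, 480/540 nm.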
NadD inh = NadD (S. aureus) enzyme inhibition; inhibition, % at 20 µM; 0.78% of 360,000 active; purified NadD enzyme, colorimetric absorbance read-out; in the data active means inhibition above about 26%; further: some compounds past the cut are filed as inactive
Starred values were filed as active, the others as inactive; i = inactive; . = no result given; & = joins results of further samples.

SMILES | LMPTP block | Scp1 inh | Neddyl block | SKN-1 inh | SUMO1 PPI mod | DNMT1 block | Tb MetRS inh | CendR NRP1 mod | STEP inh | NadD inh
CC1=C(C(=O)N(C)C)CC(CC(=O)NCc2cccs2)C(=O)N1CCCN1CCCC1=O (stereo unspecified) | -0.6 | . | i | -7 | -1 | 3 | 0.9 | -4 | 0 | -5
O=C1N/C(=N\N=C\c2cccs2)SC1Cc1ccc(Cl)c(Cl)c1 (stereo unspecified) | -1.7 | -8 | i | 6 | 9 | 4 | -0.1 | -1 | -1 | 16
CCC1CCCCN1C(=O)CCNS(=O)(=O)c1ccc2c(c1)oc(=O)n2C (stereo unspecified) | -0.7 | 6 | i | 10 | 0 | 5 | -0.7 | 4 | 0 | -5
CCCc1cc(=O)[nH]c(SCC(=O)NC(=O)OCC)n1 | -0.4 | 3 | i | -1 | 0 | 8 | -0.8 | 7 | -12 | -7
O=C(O)c1ccccc1/C=N/n1c(C2CCCCC2)n[nH]c1=S | -1.3 | -3 | i | 4 | 8 | 0 | -0.4 | 7 | 10 | -1
CC1(c2ccccc2)NC(=O)N(CC(=O)N2CCN(S(=O)(=O)c3cccs3)CC2)C1=O (stereo unspecified) | -0.3 | 0 | i | 6 | 3 | 0 | -0.5 | 3 | 0 | -4
S=C(NCc1ccco1)Nc1ccc(Oc2ccccc2)cc1 | 1.5 | -5 | i | -6 | 1 | -1 | -0.2 | 1 | 6 | -3
Nc1nc(Cl)cc(-c2ccccc2)n1 | 0.6 | -3 | i | 4 | 4 | 7 | 0.4 | 7 | -2 | -4
Cc1cc(C)n(-c2ccc(C(=O)Nc3cccnc3Cl)cc2)n1 | 1.0 | -4 | i | 3 | 1 | 3 | -0.4 | -2 | -1 | -4
Cc1cc2c(Nc3ccc(C(=O)O)cc3)ncnc2s1 | -1.9 | 4 | i | -1 | 4 | 1 | 4.8 | -6 | -4 | -5
CSc1nc2c(C)c(C)c(C)c(C)c2[nH]1 | 0.2 | -4 | i | 7 | 3 | 2 | 0.0 | 16 | 0 | -1
CCCCC(Sc1nc(C)c(Cc2ccccc2)c(=O)[nH]1)C(=O)O (stereo unspecified) | -1.1 | 1 | i | -6 | 3 | 0 | 0.1 | -2 | -1 | -2
N#Cc1ccc(-c2ccc(OCC(=O)NCCCN3CCCC3=O)cc2)cc1 | -1.3 | -10 | . | -1 | -2 | -1 | -0.8 | -4 | -4 | -7
COc1ccc(C(=O)N2CCCCCC2)cc1OC1CCN(C(C)=O)CC1 | -0.8 | -8 | i | 0 | 5 | 1 | -0.4 | 0 | -1 | 1
C[C@@H]1CN([C@H](C)CO)S(=O)(=O)c2ccc(Br)cc2O[C@H]1CN(C)C(=O)C1CC1 | -1.7 | . | i | 7 | 0 | -28 | -0.6 | -45 | 1 | 3

In a second layout: results already given.
| SMILES | LMPTP block | Scp1 inh | Neddyl block | SKN-1 inh | SUMO1 PPI mod | DNMT1 block | Tb MetRS inh | CendR NRP1 mod | STEP inh | NadD inh |
| --- | --- | --- | --- | --- | --- | --- | --- | --- | --- | --- |
| CC1=C(C(=O)N(C)C)CC(CC(=O)NCc2cccs2)C(=O)N1CCCN1CCCC1=O (stereo unspecified) | -0.6 | . | i | -7 | -1 | 3 | 0.9 | -4 | 0 | -5 |
| O=C1N/C(=N\N=C\c2cccs2)SC1Cc1ccc(Cl)c(Cl)c1 (stereo unspecified) | -1.7 | -8 | i | 6 | 9 | 4 | -0.1 | -1 | -1 | 16 |
| CCC1CCCCN1C(=O)CCNS(=O)(=O)c1ccc2c(c1)oc(=O)n2C (stereo unspecified) | -0.7 | 6 | i | 10 | 0 | 5 | -0.7 | 4 | 0 | -5 |
| CCCc1cc(=O)[nH]c(SCC(=O)NC(=O)OCC)n1 | -0.4 | 3 | i | -1 | 0 | 8 | -0.8 | 7 | -12 | -7 |
| O=C(O)c1ccccc1/C=N/n1c(C2CCCCC2)n[nH]c1=S | -1.3 | -3 | i | 4 | 8 | 0 | -0.4 | 7 | 10 | -1 |
| CC1(c2ccccc2)NC(=O)N(CC(=O)N2CCN(S(=O)(=O)c3cccs3)CC2)C1=O (stereo unspecified) | -0.3 | 0 | i | 6 | 3 | 0 | -0.5 | 3 | 0 | -4 |
| S=C(NCc1ccco1)Nc1ccc(Oc2ccccc2)cc1 | 1.5 | -5 | i | -6 | 1 | -1 | -0.2 | 1 | 6 | -3 |
| Nc1nc(Cl)cc(-c2ccccc2)n1 | 0.6 | -3 | i | 4 | 4 | 7 | 0.4 | 7 | -2 | -4 |
| Cc1cc(C)n(-c2ccc(C(=O)Nc3cccnc3Cl)cc2)n1 | 1.0 | -4 | i | 3 | 1 | 3 | -0.4 | -2 | -1 | -4 |
| Cc1cc2c(Nc3ccc(C(=O)O)cc3)ncnc2s1 | -1.9 | 4 | i | -1 | 4 | 1 | 4.8 | -6 | -4 | -5 |

Next section:
SMILES | LMPTP block | Scp1 inh | Neddyl block | SKN-1 inh | SUMO1 PPI mod | DNMT1 block | Tb MetRS inh | CendR NRP1 mod | STEP inh | NadD inh
COc1cc2c(C(=O)NCc3ccc(C)o3)cn(CC(C)C)c(=O)c2cc1OC | 0.2 | -4 | i | -5 | -1 | -5 | -0.8 | 0 | 2 | -1
CCn1cc(C(=O)OCc2ccc(F)cc2)c(=O)c2ccc(C)nc21 | -0.2 | -1 | i | 5 | -3 | 4 | -0.5 | -7 | 1 | 4
CC(=O)c1ccc(NC(=O)c2ccc3nc(-c4ccco4)c(-c4ccco4)nc3c2)cc1 | 86* | 83* | i | 11 | 96* | 123* | 0.3 | -25 | 89* | 93*
COCCNC(=O)Cn1nc(-c2ccccc2OC)ccc1=O | -2.2 | 0 | i | -7 | -4 | -1 | -0.7 | -4 | -2 | -7
O=C(C1COc2ccccc2O1)N1CCOCC1 (stereo unspecified) | -1.7 | 3 | i | 10 | 20 | 3 | -0.5 | 18 | 0 | 2
OC(c1cc(C(F)(F)F)nc2c(C(F)(F)F)cccc12)C1CCCCN1 (stereo unspecified) | 0.4 | -6 | i | -7 | -33 | 5 | -1.7 | 8 | -1 | -4
COc1ccc(N2CCN(C3CCCN(C(=O)C4=C(C)OCCO4)C3)CC2)cc1 (stereo unspecified) | -0.5 | -7 | i | 0 | -1 | 2 | 0.8 | 8 | 1 | -12
O=C(NCc1ccccc1)C(c1c(F)cccc1Cl)N(C(=O)c1csnn1)C1CC1 (stereo unspecified) | 0.1 | -5 | i | -5 | 2 | -2 | 0.4 | 15 | 4 | -2
CC(C)CNC(=S)NNC(=O)c1nn(C)cc1Cl | -2.4 | 2 | i | 5 | 1 | -2 | -0.3 | 4 | -3 | -3
O=S(=O)(c1ccccc1)C1CC1(c1ccccc1)c1ccccc1 (stereo unspecified) | 0.1 | -5 | i | 22 | 6 | -3 | -0.2 | -8 | 2 | -2
Cc1sc2ncn(CC(=O)Nc3cccc(S(N)(=O)=O)c3)c(=O)c2c1-c1ccccc1 | 2.6 | 1 | i | 0 | 1 | -5 | 0.3 | -11 | -1 | 7
Cc1ccc(S(=O)(=O)CCC(=O)Nc2nccs2)cc1 | -2.4 | 0 | i | -6 | -2 | -2 | -1.0 | -8 | -3 | -1
CC(C)NC(=O)NC(=O)CSc1ccc(S(=O)(=O)N2CCOCC2)cn1 | -0.9 | 2 | i | 1 | -2 | 3 | -0.3 | 10 | 2 | 0
CCN(CC)CCN1C(=O)Cn2c(C)c(C)c3cccc1c32 | 0.9&0.9 | -9&-1 | i | 12&-12 | 0&-4 | 2&9 | -0.5&-0.6 | 1&3 | -2&-1 | 7&-3
O=C(C1CCCO1)N(c1ccc(F)cc1)C1C=CS(=O)(=O)C1 (stereo unspecified) | 0.2 | -9 | i | -15 | 0 | -1 | -0.9 | -11 | -5 | -9
COc1ccc(CN(C)CC(=O)NC(=O)Nc2ccccc2F)cc1 | 0.0 | 0 | i | -10 | 2 | 3 | -0.1 | 1 | -2 | 0
Cc1ccc(C)c(OCC(=O)NCC(c2ccco2)N2CCCCC2)c1 (stereo unspecified) | 1.1 | -2 | i | 14 | 1 | 1 | -0.3 | -10 | 0 | -4
N=C1C(c2ccccc2)=C(O)CN1CCCO | -2.0 | -8 | i | 1 | 0 | 7 | -0.2 | 0 | -1 | -6
COc1cc(NC(=O)c2sc3nc(C)nc(N4CCOCC4)c3c2C)cc(OC)c1OC | 1.1 | -3 | i | 15 | -3 | -2 | 0.1 | 0 | -1 | 5
CSc1cccc(NC(=O)CSc2nc3ccccc3o2)c1 | 2.1 | -16 | i | 8 | 2 | -5 | 1.8 | 8 | 0 | -4
COc1cccc(CNC(=O)c2cccc(NC3=NC4CS(=O)(=O)CC4S3)c2)c1 (stereo unspecified) | -0.6 | 2 | i | 5 | -1 | 1 | 0.4 | -7 | 3 | -1
CCn1c(SCC(=O)NCc2cccs2)nc2c1c(=O)n(C)c(=O)n2C | 0.6 | 0 | i | 2 | 2 | 1 | -0.4 | 1 | 1 | 1
CCOc1ccc(C2=Nn3c(nnc3-c3ccccn3)SC2)cc1 | -0.9 | -6 | i | -2 | 6 | 4 | 0.8 | -12 | 0 | 8
CNc1nc(-c2ccccc2)cc(C)c1S(C)(=O)=O | 0.0 | 6 | . | 13 | 1 | 0 | -0.1 | -16 | -3 | 2
CC(C)(C)c1ccc(C(=O)NCc2nnc(SCC(=O)N3CCCC3)o2)cc1 | -0.4 | . | i | -4 | -5 | 2 | 0.0 | 7 | -2 | 2
COc1ccc(C(=O)Nc2ccc(NC(C)=O)cc2)cc1S(=O)(=O)N(C)Cc1ccccc1 | -0.4 | -10 | i | 2 | 2 | -5 | -0.5 | 8 | 0 | -3
O=C(Nc1nnc(SCc2ccccn2)s1)C1CC(=O)N(c2ccccc2)C1 (stereo unspecified) | -1.1 | -30 | i | 14 | 3 | -1 | -0.1 | -8 | 1 | 2
CCCN(C(=O)c1ccc(OCC(C)C)cc1)c1c(N)n(Cc2ccccc2)c(=O)[nH]c1=O | -0.8 | -2 | i | 10 | 1 | 1 | -0.2 | -14 | 0 | 3
COC(=O)CCCC1=CC2=CC(=O)C(C)(OC(=O)c3cccs3)C(=O)C2=CN1c1ccc(OC)cc1 (stereo unspecified) | 5.9 | -3 | i | 30 | -18 | -13 | -0.4 | 12 | 4 | 7
COc1ccc(C(=O)Nc2cccc3c2C(=O)NC3=O)cc1S(=O)(=O)N1CCOCC1 | -1.8 | 2 | i | 12 | 6 | 2 | -0.1 | 0 | -1 | 1
COc1cc(OC)cc(C(=O)N[C@H](C(=O)OCC(N)=O)C(C)C)c1 | -2.0 | -2 | i | -6 | 4 | 8 | -0.6 | 12 | -2 | -1
CCN(CC)CCOC(=O)c1ccc(NC(=O)C2(c3ccccc3)CCCC2)cc1 | -0.3 | -2 | i | -6 | 1 | 1 | -0.5 | 0 | 1 | 4
